TCR CD3 inh – inhibitors of human TCR-CD3 interaction | TAMRA-labeled TCR probe fluorescence, biochemical | inhibition, % at 9.4 µM | 360,000 compounds, 0.37% hits | AID 651800; in the data active means inhibition above about 19%;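 further: recombinant mutant TCR 2C K166C tagged with TAMRA read by polarization; 0% = receptor in buffer alone and 100% = receptor with positive control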
TDP2 inh – TDP2 (human) inhibition, absorbance primary screen; O95551; recombinant TDP2, T5PNP hydrolysis, p-nitrophenol absorbance 415 nm; inhibition, % at 12.8 µM; 370,000 compounds, 0.34% hits;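 active means inhibition above the mean of all tested compounds plus 3 SD, set per campaign, cut at about 25% in these data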;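 further: 0% = DMSO with enzyme and 100% = buffer with substrate but no TDP2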
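Assay system: Recombinant human TDP2 | Quantity: 120 nM TDP2 per well | Incubation: 2 h at 37 °C | Signal: Epi absorbance | Evaluation: Percent inhibition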
rCAG binder – molecules binding r(CAG) RNA repeats; inhibition, % at 3 µM; AID 651821; 370,000 compounds, 1.3% hits; r(CAG) RNA repeat, TO-PRO-1 dye displacement fluorescence;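 active means inhibition above the plate cutoff, the mean of all test compounds on that plate plus 3 SD, cut at about 35% in these data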;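 further: 0% = DMSO alone and 100% = 100 µM mitoxantrone as full dye displacement; higher means more dye released from RNA so lower well fluorescence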
mABHD4 FP – ABHD4 (mouse) inhibition, primary FP screen | Q8VD66 | purified mABHD4, FP-Rh probe fluorescence polarization | inhibition, % at 8.92 µM | 370,000 compounds, 0.54% hits | AID 720543;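 active means inhibition exceeding the mean over every tested compound plus 3 SD, cut at about 30% in these data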;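 further: 0% = plate median of compound wells and 100% = S159A mutant with DMSO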
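Assay system: mABHD4 protein; medium: HEPES pH 7.0, NaCl, Pluronic buffer; dosing: 8.92 µM, single dose; schedule: 45 min + 60 min at 25 °C; signal: FP readout, ex 525 nm / em 598 nm; read-out: normalized percent inhibition of probe labeling; repeats: single replicate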
LEDGF integ inh – blocks HIV-1 LEDGF/p75-dependent DNA integration; TR-FRET IN-LEDGF/p75 DNA integration, Eu/Cy5; inhibition, % at 3.7 µM; 370,000 compounds, 0.64% hits; AID 743269;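 active means inhibition above the screen-wide mean plus 3 SD, cut at about 13% in these data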;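 further: signal is the Cy5 over europium emission ratio at 671 and 618 nm; 0% = plate median of compound wells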
NPR2 activator – GC-B (human) receptor activation. P20594. HEK293-GC-B cells, CNP EC30, cGMP TR-FRET; 0% at EC30 CNP, 100% saturating CNP. activation, % at 10 µM. 370,000 compounds, 0.11% hits. AID 1920062;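 active means activation at 10 µM reaching about 35% in either raw or pattern-adjusted values, limit read from the data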
MBD2 DNA inh – inhibitors of human MBD2 binding to methylated oligonucleotide. Q9UBB5. TR-FRET. inhibition, % at 4.4 µM. 370,000 compounds, 0.31% hits. AID 686964; in the data active means inhibition above about 13%
SIAE inh – blocks human sialic acid acetylesterase; Q9HAT2; 370,000 compounds, 0.69% hits; inhibition, % at 9.66 µM; SIAE FP-Rh probe binding, fluorescence polarization;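 active means inhibition above a cutoff: mean of compounds within the control limits plus 3 SD of those, cut at about 17% in these data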;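 further: 0% = plate median of compound wells and 100% = probe without SIAE protein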
PRMT1 FP inh – blocks human protein arginine methyltransferase 1; 370,000 compounds, 1.3% hits; Q99873; inhibition, % at 2.79 µM; recombinant PRMT1, activity-based probe fluorescence polarization;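 active means inhibition above about 21% made by adding two undisclosed values, limit read from the data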
Target sequence (Q99873 whole entry, looked up): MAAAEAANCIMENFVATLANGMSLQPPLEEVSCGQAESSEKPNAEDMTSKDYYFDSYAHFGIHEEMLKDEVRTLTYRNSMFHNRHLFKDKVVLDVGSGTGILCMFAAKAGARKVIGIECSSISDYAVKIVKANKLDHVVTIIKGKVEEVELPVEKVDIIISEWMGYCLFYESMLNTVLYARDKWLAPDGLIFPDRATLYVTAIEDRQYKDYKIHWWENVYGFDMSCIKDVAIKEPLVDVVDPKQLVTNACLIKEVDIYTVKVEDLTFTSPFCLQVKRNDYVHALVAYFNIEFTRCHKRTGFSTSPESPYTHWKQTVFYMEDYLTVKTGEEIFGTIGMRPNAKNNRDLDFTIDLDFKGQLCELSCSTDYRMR
HTRA1 inhibitor – HTRA1 (human) protease inhibition | Q92743 | recombinant HTRA1, FP-rhodamine activity-based probe, fluorescence polarization | inhibition, % at 5.96 µM | 340,000 compounds, 0.5% hits; in the data active means inhibition above about 36%;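 further: 0% = enzyme with DMSO and 100% = wells lacking enzyme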
Target sequence (Q92743 whole entry, looked up): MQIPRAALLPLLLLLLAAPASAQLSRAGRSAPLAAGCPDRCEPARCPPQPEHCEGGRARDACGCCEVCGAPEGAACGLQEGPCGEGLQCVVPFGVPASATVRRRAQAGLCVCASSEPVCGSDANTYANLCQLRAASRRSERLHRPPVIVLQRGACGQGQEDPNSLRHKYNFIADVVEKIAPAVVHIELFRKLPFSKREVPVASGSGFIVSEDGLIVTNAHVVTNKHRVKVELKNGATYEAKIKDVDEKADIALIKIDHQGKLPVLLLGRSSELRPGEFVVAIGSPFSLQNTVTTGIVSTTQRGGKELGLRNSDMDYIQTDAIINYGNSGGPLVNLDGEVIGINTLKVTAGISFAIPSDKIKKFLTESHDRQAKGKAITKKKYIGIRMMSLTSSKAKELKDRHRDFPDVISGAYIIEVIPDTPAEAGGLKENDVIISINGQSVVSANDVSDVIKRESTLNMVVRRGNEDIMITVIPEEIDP
Numbers without * were called inactive; · = not tested or not shown.

Every second line gives: TCR CD3 inh	TDP2 inh	rCAG binder	mABHD4 FP	LEDGF integ inh	NPR2 activator	MBD2 DNA inh	SIAE inh	PRMT1 FP inh	HTRA1 inhibitor
> CS(=O)(=O)N1CCN(c2ccccc2NC(=O)Nc2cccc(Cl)c2)CC1
→ -8	3	11	-9	-4	-6	0	0	2	-16
> O=C1CC(C(=O)Nc2ccccc2)S/C(=N\NC(=O)c2ccccc2Cl)N1 (stereo not given)
→ 1	1	4	2	4	7	-3	6	-1	5
> O=C(O)c1ccc(/C=N/N2CCN(C3c4ccccc4-c4ccccc43)CC2)cc1
→ -13	-8	-2	-18	-1	-4	7	-2	6	2
> CCc1ccccc1NC(=O)N1CCc2ccccc21
→ 3	-5	-3	-2	-3	1	-4	-2	2	3
> O=C(NCCCCCNC(=O)c1cccnc1)c1cccnc1
→ 2	0	-2	1	0	5	2	-1	-1	1
> Cn1nnc2cc(NC(=O)NCc3ccc4c(c3)OCO4)ccc21
→ -1	1	-1	3	-3	-10	1	3	-1	3
> Cn1c(=O)c2c(ncn2CCN(CCO)Cc2ccccc2)n(C)c1=O
→ 4	-8	-2	0	-1	-2	4	3	-3	-2
> Cc1cc(OCC(=O)N2CCC(C(=O)O)CC2)c2c(C)cc(=O)oc2c1
→ 3	-9	-1	6	1	2	-1	0	-1	1
> O=C(NNC(=O)c1ccccc1O)c1ccc(S(=O)(=O)Nc2ccccc2)cc1
→ 29*	-3	14	10	-1	-6	-6	12	-4	13
> N#Cc1cccc(CN2CCC(=O)N([C@H](CO)Cc3ccccc3)CC2)c1
→ -4	3	-9	3	3	0	3	-3	-2	5
> Cc1ccc2nc(N/N=C/c3ccco3)cc(C)c2c1
→ -7	-9	4	9	-1	-4	4	-2	2	-4
> COC(=O)c1ccc(NC(=O)COc2cccc(-n3cnnn3)c2)cc1
→ 5	-4	1	2	-2	0	-1	-12	-3	5
> O=C(c1cccc(Cl)c1)N1CCN(C2CCCCC2)CC1
→ -7	-1	-2	8	9	-1	0	-2	-3	2
> CCNC(=O)OCCC12CC3CC(CC(C3)C1)C2
→ 1	2	-2	4	-2	5	1	2	1	0
> Cc1nn(C)c(C)c1S(=O)(=O)N(CC(=O)NCCCN1CCC(C)CC1)c1ccc(C(C)C)cc1
→ 4	6	-8	-1	0	-1	-4	-4	-3	-5
> CCN(CC(=O)NCc1cccs1)C(=O)CCCOc1ccc(C(C)(C)C)cc1
→ -14	-6	-2	-7	3	6	-4	4	-4	-3
> CN(CC(=O)NCC1COc2ccccc2O1)S(=O)(=O)c1ccc(Cl)cc1 (stereo not given)
→ 3	-9	0	-2	-1	-8	-5	2	1	-4
> CCOc1ccc(NC(=O)CCn2nc(C)c(S(=O)(=O)N3CCCCC3)c2C)cc1
→ 4	-3	-7	-5	2	-3	-4	-3	-4	2
> Cn1nccc1C(=O)Nc1cccc(C(F)(F)F)c1
→ -7	-5	-4	-2	-6	-2	2	-2	1	11
> Cc1ccc(NC(=O)C2=CC(c3cccs3)=NS(=O)(=O)N2C)cc1
→ -6	8	2	-1	-5	-1	2	-4	4	-6
> O=C(COC(=O)Cc1c(Cl)cccc1Cl)Nc1ccc(OC(F)(F)F)cc1
→ -3	-14	-1	0	1	3	2	-3	1	-12
> CC(C)C[C@H](NC(=O)c1nc[nH]c1C(=O)N1CCC(C)CC1)C(=O)OCc1ccccc1
→ -2	-9	-4	-3	-2	-6	0	2	0	-10
> Cc1cccc(-n2c(Cc3cc(=O)[nH]c(=O)[nH]3)nnc2SCC(=O)NCC2CCCO2)c1 (stereo not given)
→ 0	-10	2	-2	6	1	-10	1	-2	-2
> O=C(c1cccs1)N1CCN(c2ncc(C(F)(F)F)cc2Cl)CC1
→ -1	3	-9	-1	-2	-2	1	0	3	-10
> N#C/C(=C\c1ccc(OCc2ccccc2)cc1)C(N)=O
→ -1	-5	0	2	-5	-6	0	-4	2	-7
> COC(=O)c1ccccc1NC(=O)CCCOc1cc(=O)n(C)c2ccccc12
→ -1	-9	0	-46	-6	0	5	-6	6	·
> NC(=O)c1ccccc1OCC(=O)N1CCC(Cc2ccccc2)CC1
→ -3	0	4	10	-4	-2	-5	2	5	-2
> CN(C)C(=O)CN(c1ccc(F)c(Cl)c1)S(C)(=O)=O
→ 3	-21	2	-9	4	2	0	-4	-4	3
> COc1ccc(C(=O)N2CCC(C(=O)O)CC2)cc1
→ 1	2	4	1	2	3	0	1	0	-2
> O=C(N1CCOCC1)N1CCN(S(=O)(=O)c2ccccc2)C1
→ -10	3	-2	-1	2	3	-1	3	1	3
> O=C(CCNC(=O)c1ccc([N+](=O)[O-])cc1)NC1CCCCC1
→ 5	-2	0	0	2	-5	-4	-7	0	0
> CC(=O)c1ccc(N2CCN(c3ncccn3)CC2)c([N+](=O)[O-])c1
→ 4	17	-2	-1	0	2	-7	-2	-5	-2
> O=C(NCc1cccc(Cl)c1)C1CCC(=O)N(CCCN2CCCC2=O)C1 (stereo not given)
→ 2	9	-3	4	0	1	-2	2	-2	5
> COc1ccc(-c2n(CC(=O)OC3CC(C)CCC3C(C)C)c3ccccc3[n+]2C)cc1 (stereo not given)
→ -3	-8	2	-3	0	1	-1	-2	0	-6
> CC(=O)N1CCN(S(=O)(=O)c2cccc(C(=O)NCCC3=CCCCC3)c2)CC1
→ -6	-4	-6	-3	-1	4	6	-7	2	7
> CC1=C(C(=O)OCc2cc(C)on2)N2C(=O)[C@@H](NC(=O)OCc3cc(C)on3)[C@H]2SC1
→ 0	-6	8	3	-1	3	-6	4	14	-11
> N#Cc1ccccc1S(=O)(=O)N1CCN(Cc2cccs2)CC1
→ -10	-1	2	-2	3	6	-2	0	1	-4
> Cc1cc(C(=O)N2CCCC(N3CCN(c4cccc(Cl)c4)CC3)C2)nc(C)n1 (stereo not given)
→ -3	-2	-9	-1	-2	6	3	-2	3	1
> CC1Cn2c(CCc3ccccc3)nnc2S1 (stereo not given)
→ 0	4	-1	-3	23*	6	3	-2	3	4
> Cc1noc(NS(=O)(=O)c2ccc(NC(=O)NC(C)(C(F)(F)F)C(F)(F)F)cc2)c1C
→ -3	-9	20	-2	3	5	-1	4	0	1
> CC(C)C[C@H](N)c1cn([C@@H](Cc2cc3ccccc3[nH]2)C(=O)N2CCNCC2)nn1
→ 9	2	8	1	-1	7	1	2	0	3
> CN(C)CCNc1nc2sc3c(c2c(=O)n1-c1ccc(F)cc1)CCCCC3
→ -3	-11	-5	6	1	0	3	2	-2	-5
> O=C(CCCN1C(=O)/C(=C\c2cccc(Br)c2)SC1=S)Nc1ccc(C(=O)O)cc1
→ 4	4	6	-16	0	2	-6	-6	2	-7
> OCCNCc1cc(Br)ccc1OCc1ccc(F)cc1
→ 12	5	1	1	1	-13	1	7	-1	4
> COC(=O)c1sc2nc(C)nc(SCC(=O)Nc3sccc3C(N)=O)c2c1C
→ -1	-5	10	-2	2	2	3	-21	0	-6
> CC1(C)Cc2nc3sc4c(=O)n(CC(N)=O)cnc4c3cc2CO1
→ 6	-1	2	-2	-1	0	4	-2	1	10
> Cc1ccc(S(=O)(=O)N(C)CC(=O)N2CCCc3ccccc32)cc1
→ -1	-5	-9	-2	-2	6	2	4	-1	3
> CC(=O)Nc1ccc(S(=O)(=O)N2CCC(C(=O)c3ccc(F)cc3)CC2)cc1
→ 6	4	2	1	-2	-1	0	-5	4	-16
> OC(c1cc(C(F)(F)F)nc2c(Cl)cc(Cl)cc12)C1CCCCN1 (stereo not given)
→ -4	-8	16	7	-1	-10	-1	0	0	3
> O=C(CSc1nc2cc(Cl)ccc2s1)NCC1CCCO1 (stereo not given)
→ 0	-5	2	3	-2	3	2	1	1	-2
> Cc1ccccc1CNC(=O)c1ccccc1N
→ 6	4	-2	2	3	3	-1	-2	0	6
> CC(OC(=O)c1nn(C)c(=O)c2ccccc12)C(=O)Nc1ccc(S(N)(=O)=O)cc1 (stereo not given)
→ -8	-21	5	-8	-6	-1	5	-3	10	7
> C=CCCCCCCCCC(=O)Nc1ncccn1
→ 2	2	-6	-4	1	0	-1	4	1	0
> Cc1ccccc1CS(=O)(=O)CCC(=O)NCCN1CCN(c2cccc(Cl)c2)CC1
→ -5	1	-8	-8	0	-2	1	4	-2	0
> CCN=C1SC(C(=O)Nc2cccc(Br)c2)CC(=O)N1CC (stereo not given)
→ -4	4	-1	-5	-2	-1	0	-6	3	-6
> CC1=CC(C)C2(COC(c3ccc[n+](C)c3)OC2)C(C)C1 (stereo not given)
→ 0	-1	-3	2	1	4	-4	-1	-4	-1
> CCc1ccccc1N(CC(=O)NC(C)(C)CC)C(=O)CCC(=O)Nc1nccs1
→ 7	7	-8	6	7	-4	-7	1	-1	5

Not all compounds are listed, so the mix of outcomes need not match the whole.
